From PubChem BioAssay
IDH1 mut inh = inhibitors of IDH1 R132H reductase, primary screen, biochemical, plate reader, single point; inhibition, % at 10 µM; diaphorase/resazurin fluorescence, 60 min; Isocitrate dehydrogenase [NADP] cytoplasmic (Homo sapiens), O75874; AID 624101, 2012; hit rate 0.18% among 70,000; in the data active = inhibition above about 34%;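 also: 0% = DMSO and 100% = no enzyme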
EZH2 inh = EZH2/PRC2 methyltransferase inhibitors, primary screen, biochemical, DELFIA time-resolved fluorescence, single point | Histone-lysine N-methyltransferase EZH2 (Homo sapiens), Q15910 | PRC2 H3K27 methylation, DELFIA TRF, 1 h | inhibition, % at 12.5 µM | hit rate 0.35% among 57,000;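 active = mean inhibition of replicates at least 50% and every single replicate also reaching 50%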;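 also: dimethyl H3K27 on biotinylated H3 21-44 peptide detected by antibody; plate controls were median neutral control wells for no effect and median positive control wells for full effect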
Target sequence (Q15910 whole entry, looked up): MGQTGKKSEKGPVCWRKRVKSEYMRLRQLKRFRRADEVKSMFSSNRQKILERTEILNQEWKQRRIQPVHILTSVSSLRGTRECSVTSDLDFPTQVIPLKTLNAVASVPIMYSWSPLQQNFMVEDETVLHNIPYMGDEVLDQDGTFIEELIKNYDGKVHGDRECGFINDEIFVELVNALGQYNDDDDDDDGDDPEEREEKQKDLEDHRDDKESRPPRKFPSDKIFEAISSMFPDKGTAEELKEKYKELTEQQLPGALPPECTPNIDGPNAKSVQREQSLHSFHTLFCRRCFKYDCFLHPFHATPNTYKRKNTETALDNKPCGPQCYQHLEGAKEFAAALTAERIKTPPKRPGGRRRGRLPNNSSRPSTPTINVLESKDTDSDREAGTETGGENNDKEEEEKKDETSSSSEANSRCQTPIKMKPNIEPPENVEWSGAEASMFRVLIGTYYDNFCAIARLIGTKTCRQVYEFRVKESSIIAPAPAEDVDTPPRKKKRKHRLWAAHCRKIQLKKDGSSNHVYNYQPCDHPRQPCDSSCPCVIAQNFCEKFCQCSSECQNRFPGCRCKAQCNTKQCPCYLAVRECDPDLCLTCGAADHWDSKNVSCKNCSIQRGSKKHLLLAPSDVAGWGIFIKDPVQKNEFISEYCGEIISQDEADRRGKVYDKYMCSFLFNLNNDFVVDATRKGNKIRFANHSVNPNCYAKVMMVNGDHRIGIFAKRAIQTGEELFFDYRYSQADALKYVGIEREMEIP
* marks the source's active call; other numbers are inactive results; . = not tested or not shown. This is a subset; rates above refer to the full screens.

SMILES	IDH1 mut inh	EZH2 inh
CO[C@@H]1CN(C)C(=O)c2cc(NS(C)(=O)=O)ccc2OC[C@@H](C)N(C)C[C@H]1C	0.1	3.1
O=C(N[C@@H]1CC[C@@H](CC(=O)N2CCc3ccccc3C2)O[C@@H]1CO)C1CCOCC1	-0.8	-3.6
C=CCNC(=O)[C@H]1[C@@H]2C(=O)O[C@@H](c3ccccc3)[C@@H](c3ccccc3)N2[C@@H](c2ccccc2OCCO)[C@]12C(=O)Nc1ccc(C#CCCO)cc12	.	-29.2
COc1cc(-c2ccccn2)nc(/C=N/O)c1S(C)=O (stereo unspecified)	0.5	.
c1coc(-c2cn3ccc4ccccc4c3n2)c1	-2.3	9.2
C[C@@H]1CN([C@H](C)CO)S(=O)(=O)c2ccc(-c3cccc(F)c3)cc2O[C@@H]1CN(C)S(C)(=O)=O	3.5	0.3
CCCN1C[C@@H](C)[C@@H](OC)CN(C)C(=O)c2ccc(NS(=O)(=O)c3cn(C)cn3)cc2OC[C@H]1C	0.1	-1.4
CCC(=O)N(C)C[C@@H]1Oc2ncc(-c3ccccc3C)cc2C(=O)N([C@H](C)CO)C[C@@H]1C	-3.3	2.4
CC(C)N(Cc1nc(-c2ccc(Cl)cc2)no1)S(=O)(=O)c1ccc(F)cc1	0.2	36.5
CCCNC(=O)Nc1ccc2c(c1)OC[C@@H](C)NC[C@@H](C)[C@@H](OC)CN(C)C2=O	0.2	-0.2
C[C@@H]1CN([C@@H](C)CO)C(=O)c2cccc(NS(=O)(=O)c3ccc(Cl)cc3)c2O[C@H]1CN(C)Cc1ccc(-c2ccccc2)cc1	4.0	.
CNC[C@@H]1Oc2ccc(NC(=O)Nc3ccc(F)cc3)cc2CC(=O)N([C@H](C)CO)C[C@H]1C	-0.1	.
C[C@H](CO)N1C[C@H](C)[C@@H](CN(C)Cc2ccc(C(=O)O)cc2)Oc2ccc(NS(=O)(=O)c3cccs3)cc2C1=O	-2.7	.
COc1ccc(NC(=O)N(C)C[C@H]2Oc3ccc(NC(=O)NC(C)C)cc3CC(=O)N([C@H](C)CO)C[C@@H]2C)cc1	0.2	13.0
O=C(C[C@H]1C[C@H]2c3cc(NS(=O)(=O)c4ccc(F)cc4)ccc3O[C@H]2[C@@H](CO)O1)NCc1cc(F)ccc1F	0.2	-0.6
CCC(=O)N(C)C[C@H]1Oc2cc(C#CCC(C)C)ccc2S(=O)(=O)N([C@@H](C)CO)C[C@H]1C	-2.2	16.3
CCCCCC1C(=O)O/C(=C\C(=O)O)C1=O (stereo unspecified)	0.3	-16.4
CC(C)c1cn(CC[C@H]2CC[C@H](NC(=O)C3CCCCC3)[C@@H](CO)O2)nn1	0.1	2.6
Cc1ccc(S(=O)(=O)Nc2ccc3c(c2)C(=O)N([C@@H](C)CO)C[C@H](C)[C@@H](CN(C)S(=O)(=O)c2cn(C)cn2)O3)cc1	-0.2	.
C[C@@H]1CN([C@H](C)CO)C(=O)c2cc(NC(=O)c3ccncc3)ccc2O[C@@H]1CN(C)Cc1ccncc1	-0.4	12.6
COc1ccc(NC(=O)N[C@H]2CC[C@H](CCn3cc(-c4ccccn4)nn3)O[C@@H]2CO)cc1	-0.3	-20.0
C[C@@H](NC(=O)C[C@@H]1C[C@H]2c3cc(NC(=O)c4cccnc4)ccc3O[C@H]2[C@@H](CO)O1)c1ccccc1	-0.1	3.3
COc1ccc(S(=O)(=O)N(C)C[C@@H]2Oc3ncc(C#CCN(C)C)cc3C(=O)N([C@H](C)CO)C[C@@H]2C)cc1	0.2	-2.4
COc1ccc(S(=O)(=O)Nc2cccc3c2O[C@@H](CN(C)C(=O)NC(C)C)[C@H](C)CN([C@@H](C)CO)C3=O)cc1	-3.0	.
COc1ccc(-n2c(SCC(N)=O)nnc2-c2cccs2)cc1	0.3	2.8

Random excerpt: 4 compounds from above
SMILES	IDH1 mut inh	EZH2 inh
COc1ccc(NC(=O)N[C@H]2CC[C@H](CCn3cc(-c4ccccn4)nn3)O[C@@H]2CO)cc1	-0.3	-20.0
CCC(=O)N(C)C[C@@H]1Oc2ncc(-c3ccccc3C)cc2C(=O)N([C@H](C)CO)C[C@@H]1C	-3.3	2.4
CCCNC(=O)Nc1ccc2c(c1)OC[C@@H](C)NC[C@@H](C)[C@@H](OC)CN(C)C2=O	0.2	-0.2
O=C(N[C@@H]1CC[C@@H](CC(=O)N2CCc3ccccc3C2)O[C@@H]1CO)C1CCOCC1	-0.8	-3.6

Next results.
SMILES	IDH1 mut inh	EZH2 inh
O=C(O)C[C@@H]1C[C@@H]2c3cc(NC(=O)NC4CCCC4)ccc3O[C@@H]2[C@H](CO)O1	-0.1	9.8
CSc1cccc(NC(=O)Cn2cc(Br)c([N+](=O)[O-])n2)c1	0.0	-2.1
O=C(/C=C/c1ccc(O)c(O)c1)O[C@@H]1C[C@](O)(C(=O)O)C[C@@H](O)[C@H]1O	-5.1	1.9
O=C(C[C@H]1C[C@@H]2c3cc(NC(=O)NC4CCCC4)ccc3O[C@@H]2[C@H](CO)O1)NCc1ccc2c(c1)OCO2	-0.2	2.8
C[C@@H]1CN([C@@H](C)CO)S(=O)(=O)c2ccc(-c3ccc(F)cc3)cc2O[C@H]1CN(C)C(=O)C1CCC1	.	-15.7
C[C@@H]1CN([C@@H](C)CO)C(=O)c2cc(NC(=O)Nc3ccc(F)cc3)ccc2O[C@@H]1CN(C)S(=O)(=O)c1ccccc1	1.2	4.3
CC(=O)N(C)C[C@H]1Oc2cc(C#CCN(C)C)ccc2S(=O)(=O)N([C@H](C)CO)C[C@H]1C	-0.4	7.2
C[C@H](CO)N1C[C@H](C)[C@@H](CN(C)Cc2ccc(C(F)(F)F)cc2)Oc2ccc(NC(=O)C3CCCCC3)cc2CC1=O	0.5	.
CC(C)CC#Cc1cnc2c(c1)C(=O)N([C@H](C)CO)C[C@@H](C)[C@@H](CN(C)S(=O)(=O)c1ccccc1)O2	0.8	-21.0
C[C@@H]1CN([C@@H](C)CO)C(=O)c2cc(NS(C)(=O)=O)ccc2O[C@@H](C)CCCCO[C@H]1CN(C)C(=O)Nc1ccc(C(F)(F)F)cc1	-1.3	.
CN(CC(=O)Nc1ccccc1C(F)(F)F)S(=O)(=O)c1ccc(F)cc1	-0.2	2.5
COc1cccc(C(=O)Nc2ccc3c(c2)OC[C@@H](C)N(C(=O)C2CCCCC2)C[C@@H](C)[C@H](OC)CN(C)C3=O)c1	-0.7	-7.7
CO[C@@H]1CN(C)C(=O)c2cc(NC(=O)C3CCOCC3)ccc2OC[C@@H](C)N(Cc2nccs2)C[C@@H]1C	0.0	3.5
C[C@H]1CN([C@@H](C)CO)C(=O)c2cc(-c3cncnc3)cnc2O[C@@H]1CN(C)C(=O)Cc1ccccc1	-0.9	3.3
O=C(C[C@H]1C[C@@H]2c3cc(NC(=O)Nc4ccccc4)ccc3O[C@@H]2[C@@H](CO)O1)NCc1cccc(F)c1	0.1	-22.4
Cc1noc(C)c1NC(=O)Nc1ccc2c(c1)C(=O)N([C@H](C)CO)C[C@@H](C)[C@@H](CN(C)C(=O)C1CCCCC1)OCCCC[C@@H](C)O2	-1.4	.
COCC(=O)Nc1ccc2c(c1)[C@@H]1C[C@@H](CC(=O)NCc3ccccc3)O[C@@H](CO)[C@@H]1O2	-0.2	-6.9
O=C(Nc1ccc2c(c1)[C@@H]1C[C@H](CC(=O)N3CCCCC3)O[C@@H](CO)[C@@H]1O2)NC1CCCC1	0.1	3.0
COc1cccc(N(CC(=O)Nc2ccc(C)c(Cl)c2)S(C)(=O)=O)c1	0.5	4.6
C[C@H]1CN([C@@H](C)CO)S(=O)(=O)c2ccc(-c3ccccc3)cc2O[C@H]1CN(C)C(=O)C1CCCCC1	.	-5.8
CO[C@@H]1CN(C)C(=O)c2ccc(NC(=O)NC(C)C)cc2OC[C@@H](C)N(S(C)(=O)=O)C[C@H]1C	-0.1	5.9
COc1ccc(NC(=O)Nc2cccc3c2O[C@H](CN(C)C(=O)NC2CCCCC2)[C@@H](C)CN([C@@H](C)CO)C3=O)cc1	.	-4.6
C[C@H]1CN([C@@H](C)CO)S(=O)(=O)c2ccc(C#CCN(C)C)cc2O[C@H]1CN(C)C	2.3	0.3
C[C@@H]1CN([C@@H](C)CO)C(=O)Cc2cc(NC(=O)NC3CCCCC3)ccc2O[C@H]1CN(C)S(=O)(=O)c1ccc(Cl)cc1	1.8	-25.9
C[C@@H]1CN([C@@H](C)CO)C(=O)c2cc(NC(=O)Cc3cn(C)c4ccccc34)ccc2O[C@H]1CN(C)Cc1ccc(-c2ccccc2)cc1	-1.0	.
Cc1noc(C)c1NC(=O)N(C)C[C@@H]1Oc2c(NC(=O)C3CCCCC3)cccc2C(=O)N([C@H](C)CO)C[C@@H]1C	-0.6	4.2
COC(=O)c1ccccc1NC(=O)Cn1cncc1-c1ccc([N+](=O)[O-])cc1	0.2	-8.6
C[C@@H]1CN([C@H](C)CO)C(=O)c2cc(NC(=O)C3CCCCC3)ccc2O[C@H]1CN(C)S(=O)(=O)c1cn(C)cn1	7.3	.
C[C@H]1CN([C@@H](C)CO)C(=O)c2cccc(NC(=O)C3CCOCC3)c2O[C@@H]1CN(C)S(=O)(=O)c1ccc(Cl)cc1	-0.6	20.5
CN(C)CCCNC(=O)C[C@@H]1CC[C@@H](NC(=O)c2ccccc2F)[C@H](CO)O1	0.3	1.8
C[C@@H]1CN([C@H](C)CO)C(=O)Cc2cc(NC(=O)NC3CCCCC3)ccc2O[C@@H]1CN(C)Cc1ccc(C(=O)Nc2ccccc2N)cc1	0.4	-17.5
C[C@H]1CN([C@@H](C)CO)S(=O)(=O)c2ccc(-c3ccncc3)cc2O[C@H]1CN(C)C(=O)CN(C)C	-1.1	-0.8
CS(=O)(=O)N(CC(=O)Nc1ccccc1Sc1ccccc1)c1cccc(Br)c1	-0.3	23.4
C[C@@H]1CN([C@H](C)CO)C(=O)c2cccc(NC(=O)C3CC3)c2O[C@@H]1CN(C)S(=O)(=O)c1cccs1	-0.4	.
CNC[C@@H]1OCc2cnnn2CCCC(=O)N([C@H](C)CO)C[C@H]1C	.	0.3
C[C@@H]1CCCCO[C@@H](CN(C)S(=O)(=O)c2cn(C)cn2)[C@H](C)CN([C@@H](C)CO)C(=O)c2cc(NC(=O)C3CCCCC3)ccc2O1	-5.7	.
COCC(=O)Nc1ccc2c(c1)OC[C@H](C)N(Cc1ccccc1)C[C@@H](C)[C@H](OC)CN(C)C2=O	-0.4	-5.8
C[C@@H]1CCCCO[C@H](CN(C)Cc2ccc(C(F)(F)F)cc2)[C@H](C)CN([C@@H](C)CO)C(=O)c2cc(NC(=O)Nc3ccc(C(F)(F)F)cc3)ccc2O1	4.1	.
CCOC(=O)N(C)C[C@@H]1OCc2ccccc2-c2c(n(C)c3ccccc23)C(=O)N([C@H](C)CO)C[C@@H]1C	-0.7	-22.1
CCOC(=O)Cc1[nH]nc2c1C(C(C)C)C(C#N)=C(N)O2 (stereo unspecified)	-0.2	-7.5
COc1ccc(C#Cc2ccc3c(c2)[C@]2(C(=O)N3)[C@H](C(=O)NC[C@H](O)c3ccccc3)[C@H]3C(=O)O[C@H](c4ccccc4)[C@H](c4ccccc4)N3[C@@H]2c2ccc(O)cc2)cc1	.	-34.8
O=C(CN1CCOCC1)N[C@@H]1CC[C@H](CCNC(=O)C2CCCCC2)O[C@H]1CO	0.1	11.3
C[C@@H]1CN([C@H](C)CO)C(=O)Cc2cc(NC(=O)Cc3cn(C)c4ccccc34)ccc2O[C@H]1CN(C)Cc1ccc(Oc2ccccc2)cc1	0.0	.
C[C@H]1CN([C@@H](C)CO)C(=O)Cc2cc(NC(=O)CCN3CCOCC3)ccc2O[C@H]1CN(C)C(=O)NC1CCCCC1	-0.1	-0.3
Cc1ccc(S(=O)(=O)N(C)C[C@@H]2OCCCC[C@H](C)Oc3ccc(NC(=O)Nc4ccc(C(F)(F)F)cc4)cc3C(=O)N([C@@H](C)CO)C[C@@H]2C)cc1	0.8	.
Cc1cccc(-c2nnc(SCC(=O)Nc3c(Cl)cc(Cl)cc3Cl)o2)c1	0.1	-4.9
CC(C)NC(=O)N(C)C[C@H]1OCCCC[C@@H](C)Oc2ccc(NS(=O)(=O)c3ccccc3)cc2C(=O)N([C@@H](C)CO)C[C@@H]1C	-2.5	.
O=S(=O)(N[C@H]1CC[C@@H](CCn2cc(C3(O)CCCC3)nn2)O[C@H]1CO)c1ccc(F)cc1	0.5	9.5
COc1ccc(NC(=O)Nc2ccc3c(c2)C(=O)N([C@@H](C)CO)C[C@H](C)[C@@H](CN(C)Cc2ccc(Cl)c(Cl)c2)OCCCC[C@@H](C)O3)cc1	-0.1	.
C[C@@H]1CN([C@H](C)CO)C(=O)c2cc(NC(=O)CCCN(C)C)ccc2O[C@@H]1CN(C)Cc1ccc(C(F)(F)F)cc1	1.7	-15.2
O=C(Nc1cc(Cl)cc(Cl)c1)N[C@@H]1CC[C@@H](CCNS(=O)(=O)c2cccc(F)c2)O[C@@H]1CO	0.0	2.9
